ERAP1 inh: human ERAP1 aminopeptidase inhibitors, primary screen, biochemical, single point, plate reader | hit rate 0.15% among 340,000 | Endoplasmic reticulum aminopeptidase 1 (Homo sapiens), Q9NZ08 | inhibition, % at 10.7 µM | recombinant ERAP1, Leu-AMC fluorescence, 60 min | AID 652197, 2013;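 active = mean replicate inhibition of at least 30%, or all replicates individually reaching that 30% level; inactive = mean below 30% and not every replicate reaching it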;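 also: 0% = neutral control wells and 100% = L-leucinethiol positive control wells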
Statin myotox sup: suppressors of statin myotoxicity in C2C12 myotubes, primary screen, cell-based, single point, plate reader | C2C12 myotubes + simvastatin, ATP luminescence, 48 h; scaled: DMSO 0, geranylgeraniol control 100 | rescue of ATP level, % at 7.49 µM | hit rate 0.78% among 330,000 | AID 602340, 2012;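 active = mean ATP rescue above about 67%, or every replicate alone reaching that limit, limit read from the data, passing the limit was not always enough; inconclusive = no clear call, values can overlap the other calls; inactive = mean under the limit and some replicate under it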;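 also: myotubes were challenged with 10 µM simvastatin during compound exposure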
SIRT5 inh: SIRT5 desuccinylase inhibitors, primary screen, biochemical, fluorescence imaging, single point, set 5. NAD-dependent protein deacylase sirtuin-5, mitochondrial (Homo sapiens), Q9NXA8. Purified SirT5, succinyl-peptide AMC, trypsin-coupled fluorescence. inhibition, % at 15 µM. hit rate 1.1% among 330,000; in the data active = inhibition above about 15%; inconclusive = no clear call, values can overlap the other calls
Target sequence (Q9NXA8 whole entry, looked up): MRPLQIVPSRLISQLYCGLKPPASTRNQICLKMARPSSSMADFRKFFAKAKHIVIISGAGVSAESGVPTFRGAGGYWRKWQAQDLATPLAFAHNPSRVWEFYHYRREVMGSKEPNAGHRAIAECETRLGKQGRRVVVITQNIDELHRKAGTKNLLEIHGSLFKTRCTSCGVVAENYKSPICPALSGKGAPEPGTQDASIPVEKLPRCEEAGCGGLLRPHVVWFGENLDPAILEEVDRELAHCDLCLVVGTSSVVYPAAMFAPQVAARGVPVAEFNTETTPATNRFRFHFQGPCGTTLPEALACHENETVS
Cneo AK release: Cryptococcus neoformans cell lysis inducers, primary screen, AK release luminescence, single concentration. C. neoformans lysis, adenylate kinase release luminescence, 4 h; normalised: neutral wells 0, clomiphene wells 100. hit rate 0.2% among 360,000. lysis activity, % at 15 µM. AID 651654, 2012;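 active = mean lysis activity across replicates of at least 80%, whatever share of replicates individually reach that level; inactive = mean lysis activity below 80%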
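read-out = cell lysis signal | test system = log-phase Cryptococcus neoformans yeast cells | input = cells at 5 × 10^6 per mL | medium = fresh YPD growth medium | signal = luminescent adenylate kinase detection reagent | timing = 4 h at 37 °C static, read 1 h later | dosing = single dose | controls = Clomiphene as positive lysis control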
S100A4 inh HTS: inhibitors of S100A4-myosin IIA peptide binding, primary screen, biochemical, fluorescence polarization, TAMRA-MyoIIA peptide. Protein S100-A4 (Homo sapiens), P26447. AID 652163, 2013. hit rate 0.14% among 360,000. inhibition, % at 10.7 µM;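 active = mean inhibition of at least 70% across replicates, with every replicate also reaching that level; inconclusive = mean inhibition reaches 70% but some replicates fall short; inactive = mean inhibition below 70%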
Target sequence (P26447 whole entry, looked up): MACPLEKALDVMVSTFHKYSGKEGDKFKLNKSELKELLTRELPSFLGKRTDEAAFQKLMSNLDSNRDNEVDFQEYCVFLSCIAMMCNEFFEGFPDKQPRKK
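System – human S100A4 monomer protein, biochemical binding assay · Buffer or medium – Calcium-containing HEPES buffer, pH 7.2 · Timing – 5 min between mix addition and reading · Also added – TAMRA-labelled myosin IIA heavy-chain peptide probe, 5 nM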
PGC1a acetyl inh: inhibitors of PGC1a acetylation signal, primary screen, cell-based, U2OS, AlphaScreen, inhibitor mode; AlphaScreen anti-acetyl-lysine; with virally co-expressed GCN5 acetyltransferase; hit rate 0.17% among 350,000; inhibition, % at 15.6 µM; AID 651687, 2012;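 active = every replicate shows inhibition of at least 40%; inconclusive = mean inhibition at least 40% but some replicate below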;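 also: 0% = neutral control wells and 100% = positive control wells; some results beyond the cut were filed as inactive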
XiGFP reactiv: activators of inactive X chromosome reactivation, primary screen, imaging, XiGFP fibroblasts, GFP high-content imaging, set 2; hit rate 0.055% among 360,000; XiGFP mouse fibroblasts, % GFP-positive cells imaging, 3 d; cells co-treated with 5-aza-dC sensitizer; scaled so ellipticine positive control = 100%; activation, % at 7.58 µM; AID 743238, 2013;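 active = mean normalized replicate activation at least 10% and every replicate at or above 10%; inconclusive = only one of the two criteria met; inactive = mean below 10% and not all replicates reach 10%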;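 also: 0% = median of on-plate neutral control wells and 100% = ellipticine 6 µM median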
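Schedule: 3 d treatment, 15 min room-temperature fixation; system: 68-5-11 XiGFP fibroblast line; buffer or medium: DMEM plus 5-aza-dC sensitizer; control set: ellipticine 6 µM positive control; compound: one concentration, pinned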
LGR2 inh: inhibitors of bursicon-induced LGR2 CRE-luciferase signal, primary screen, cell-based, HEK293, CRE-luciferase reporter, bursicon stimulation; inhibition, % at 9.99 µM; bursicon-stimulated, 4 h; Drosophila bursicon receptor LGR2 (rickets); hit rate 0.35% among 380,000;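 active = drop in luminescence signal, shown as inhibition above about 50% in the replicate tests, limit read from the data, passing the limit was not always enough; inconclusive = probably only some replicates passing the limit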;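 also: agonist challenge used bursicon conditioned medium at about half maximal strength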
Starred values were filed as active, the others as inactive; u = inconclusive; x = no result given. This is a subset; the hit share may differ from the screen's.

SMILES	ERAP1 inh	Statin myotox sup	SIRT5 inh	Cneo AK release	S100A4 inh HTS	PGC1a acetyl inh	XiGFP reactiv	LGR2 inh
CCCNC(=O)N1[C@H](CO)[C@H](c2ccccc2-c2ccc(C)cc2)[C@@H]1C#N	3	x	2	x	4	-4	0.1	-7
CC(=O)N(C)C[C@@H]1Oc2ncc(-c3cncnc3)cc2C(=O)N([C@H](C)CO)C[C@@H]1C	4	-8	-2	-3	0	5	-0.2	-4
C[C@@H]1CN([C@H](C)CO)C(=O)c2cc(Br)cnc2O[C@H]1CN(C)C(=O)C1CCOCC1	2	7	-3	-2	-1	6	-1.2	5
CN(CC(=O)Nc1ccc(OC(F)(F)F)cc1)C(=O)/C=C/c1cc2c(cc1[N+](=O)[O-])OCO2	-1	9	1	1	-21	x	0.2	0
CCn1c(C(=O)NC2CCC(C)CC2)cc2sccc21 (stereo unspecified)	-4	0	0	2	0	u	-0.1	-55
C[C@@H]1CN([C@@H](C)CO)C(=O)c2cc(NC(=O)Cn3cnnn3)ccc2O[C@H]1CN(C)C(=O)Nc1ccc(F)cc1	-3	12	-14	1	14	12	0.1	2
Cc1nc2cccnc2nc1C	1	1	-1	0	-3	x	-0.1	-8
O=C(NC1CCCCC1)C1CCCN(S(=O)(=O)c2cnc[nH]2)C1 (stereo unspecified)	x	2	x	1	-3	-2	0.1	3
O=C(O)CCNS(=O)(=O)c1ccccc1Br	2	-6	-1	2	-15	x	0.4	x
CCOC(=O)N1CCC(NC(=S)Nc2ccc3nc(N4CCN(C)CC4)cc(C)c3c2)CC1	1	11	-5	0	2	-1	0.7	-9
C[C@H]1CN([C@@H](C)CO)C(=O)c2cc(NC(=O)Nc3ccc4c(c3)OCO4)ccc2O[C@@H]1CN(C)Cc1ccc2c(c1)OCO2	-2	3	-3	-1	2	-8	0.0	11
COC(=O)c1sccc1NC(=O)c1cnc2cc(C)nn2c1C	7	x	0	x	-5	0	0.0	-4
CN(C)CCCN(C(=O)c1ccc(N2C(=O)CCC2=O)cc1)c1nc2c(F)cccc2s1	-2	-8	-6	3	-3	4	0.1	-8
Cc1ccc(C(=O)Nc2ccc(C(=O)N/N=C/c3ccc(C)o3)cc2)cc1	3	13	1	-2	5	x	0.1	-6
Cc1ccc(-c2nc(COC(=O)C3=NN(c4ccccc4)C(=O)CC3)cs2)cc1	0	-23	-2	0	-2	-8	0.1	x
COc1ccc(S(=O)(=O)Nc2ccc3c(c2)C(=O)N([C@H](C)CO)C[C@@H](C)[C@@H](CN(C)Cc2ccc(C(=O)O)cc2)O3)cc1	1	x	0	-1	4	-7	0.0	9
CC1(C(=O)NS(=O)(=O)c2cccc(C#N)c2)CCN1C(=O)c1ccc(C2CCCCC2)cc1 (stereo unspecified)	5	13	1	-3	1	1	-0.1	15
Cc1ccc(S(=O)(=O)N(C)C[C@@H]2Oc3cc(C#Cc4ccccc4)ccc3S(=O)(=O)N([C@@H](C)CO)C[C@H]2C)cc1	0	-10	0	-13	-1	9	-0.5	11
CC(C)C#Cc1ccc2c(c1)O[C@@H](CN(C)C(=O)c1ccccn1)[C@H](C)CN([C@@H](C)CO)S2(=O)=O	3	-14	-1	1	-2	-13	0.0	3
CN1CCCC1CCOC(C)(c1ccccc1)c1ccc(Cl)cc1 (stereo unspecified)	2	-13	-3	4	2	6	0.0	x
O=C(C[C@H]1CC[C@@H]2[C@H](COC[C@@H](O)CN2Cc2ccccc2)O1)NCc1ccccc1Cl	-3	26	-4	1	8	-4	0.3	20
COc1ccc(-c2[nH]ncc2CN2CCN(C3CCCCC3)C(=O)C2)cc1F	5	10	-3	0	2	x	0.0	-5
COc1cccc(-c2cc3nc(C)c(C)c(N4CCN(C(=O)c5ccoc5)CC4)n3n2)c1	x	-18	0	x	-3	8	0.0	-27
Cc1cc(=O)[nH]c(NN=Cc2c(Cl)cccc2Cl)n1	-1	-2	-1	-4	5	3	0.2	10
COc1ccc(S(=O)(=O)Nc2ccccc2Cl)cc1NC(C)=O	9	x	x	x	6	-10	0.1	-8
(further entries)
SMILES	ERAP1 inh	Statin myotox sup	SIRT5 inh	Cneo AK release	S100A4 inh HTS	PGC1a acetyl inh	XiGFP reactiv	LGR2 inh
Cc1ccn2c(=O)c(NC(=O)c3ccc(Br)o3)c(C)nc2c1	0	-6	-2	0	-1	-27	-0.1	-16
C[C@@H]1CCCCO[C@H](CN(C)Cc2ccc(C(F)(F)F)cc2)[C@H](C)CN([C@H](C)CO)C(=O)c2cc(NC(=O)Cc3ccccc3)ccc2O1	x	134*	x	-1	x	u	0.0	23
CCN1CCN(C2=C(NS(=O)(=O)c3ccc(C)cc3)C(=O)c3ccccc3C2=O)CC1	1	6	1	-1	9	-9	0.0	-1
Cc1ccc(Cc2cc(C)n[nH]c2=O)cc1	x	x	-3	7	-4	5	-0.1	35
COc1ccc2c(C)cc(=O)oc2c1	3	-1	-9	1	0	-1	-0.1	-7
COc1cccc(/C=N/n2nnnc2N)c1	4	x	-1	x	1	x	0.4	-1
COc1ccc(C(=O)N2C[C@H]3[C@@H](c4ccccc42)[C@@H](CO)N3Cc2ccc(Cl)cc2)cc1	1	40	9	-3	15	-14	0.2	-17
CCOC(=O)c1[nH]c2ccccc2c1NC(=O)c1ccc(S(=O)(=O)N2CCOCC2)cc1	-1	-13	-1	0	-8	3	0.5	-9
CN(C)/C=C(/C(=O)c1ccc(Cl)c(Cl)c1)S(C)(=O)=O	-7	5	10	0	8	2	0.0	6
Cc1ccc(C2C(=O)N(C3CCC(C)CC3)CC(=O)N2C2CCCC2)cc1 (stereo unspecified)	x	124*	x	-2	x	7	x	-20
NC(=O)C1CN(C(=O)c2nn(Cc3ccccc3)c(=O)c3ccccc23)c2ccccc2O1 (stereo unspecified)	2	39	0	0	1	9	0.4	7
CC(Oc1cc2oc(=O)c3c(c2cc1Cl)CCC3)C(=O)NCc1ccccn1 (stereo unspecified)	0	-11	0	7	-24	-6	0.0	9
CC(C)(C)c1ccc(-n2ncc3c2CCCC3NC(=O)CN2CCCCC2=O)cc1 (stereo unspecified)	6	-22	-3	-2	0	x	0.1	-1
Cc1ccc(S(=O)(=O)NCC[C@H]2CC[C@H](NC(=O)Nc3ccccc3F)[C@@H](CO)O2)cc1	0	3	-2	-3	6	-6	-0.3	5
COc1ccc(C(=O)NCCCOc2cccnc2)cc1OC1CCN(C(C)=O)CC1	-2	x	-3	1	1	x	0.0	1
CCN(CC(=O)Nc1c(F)cccc1F)C(=O)Cc1ccc(S(=O)(=O)N2CCOCC2)s1	0	1	-1	x	-2	-16	-0.7	-20
CCOc1ccccc1Cn1c(=O)sc2ccccc21	-5	x	0	x	3	x	0.2	-3
CCN1C(=O)C(CC(=O)Nc2ccc(F)cc2)N(Cc2ccc3c(c2)OCO3)C1=S (stereo unspecified)	0	x	-1	0	-21	-4	0.0	x
CC1C/C(=N\NC(=O)c2cccnc2)CC(C)(C)C1 (stereo unspecified)	-3	1	0	1	-1	3	0.0	11
Cc1noc(C)c1COc1ccc(C(=O)N2CC(C)CC(C)C2)cc1 (stereo unspecified)	-1	8	3	-2	-2	3	0.2	22
N#C[C@H]1[C@H](c2ccc(C#CC3CCCCC3)cc2)[C@@H](CO)N1C(=O)Cc1ccccn1	-1	25	-1	1	-12	-8	0.0	-5
CC(C)(C)C(=O)NC(=O)Nc1ccccc1C(F)(F)F	x	x	-5	x	-4	6	0.1	x
CN(C)CC(=O)Nc1ccc2c(c1)[C@H]1C[C@@H](CC(=O)NCc3cccnc3)O[C@@H](CO)[C@H]1O2	-2	6	-3	19	-13	-1	0.1	9
COc1cccc(CN(C)CC(=O)Nc2sc3c(c2C#N)CCC3)c1	5	x	-2	x	-3	5	0.1	-4
CCCn1c(SCC(=O)c2cc(C)n(-c3cc(C)on3)c2C)n[nH]c1=O	2	14	3	0	-2	x	0.3	-13
Continued:
SMILES	ERAP1 inh	Statin myotox sup	SIRT5 inh	Cneo AK release	S100A4 inh HTS	PGC1a acetyl inh	XiGFP reactiv	LGR2 inh
CC(C)(C)NC(=O)[C@]1(C)CCC[C@@]2(C)C3CC[C@@]4(C)C[C@]3(CCC21)CC4=O (stereo partly specified)	-4	2	x	1	4	x	-0.7	21
CN(C(=O)Cn1cc(C(F)(F)F)cc(Cl)c1=O)C1CCS(=O)(=O)C1 (stereo unspecified)	1	-2	-1	7	2	-3	0.0	26
CN1C(=O)c2cc(NC(=O)c3cccc(Cl)c3)ccc2OC[C@H]2O[C@H](CC(=O)NC3CCCCC3)CC[C@@H]21	x	11	x	58	x	-11	0.0	-6
COc1ccc(C(CC(=O)c2ccccc2)CC(=O)c2ccccc2)cc1	3	x	-1	x	-4	x	0.0	21
CCOC(=O)c1[nH]c(C)c(C(=O)Nc2ccc(F)cc2)c1C	-1	1	x	-1	0	-1	0.2	2
CCC1CCCCN1CCCNC(=O)c1ccc2c(=O)n(CCOC)c(=O)[nH]c2c1 (stereo unspecified)	2	0	-5	-3	-5	-7	0.2	10
C[C@@H]1CN([C@H](C)CO)C(=O)c2cc(NS(=O)(=O)c3cccs3)ccc2O[C@H]1CN(C)Cc1ccc(C(=O)Nc2ccccc2N)cc1	-1	-51	x	18	-3	0	0.0	6
COc1ccc(S(=O)(=O)Nc2ccc3c(c2)C(=O)N([C@@H](C)CO)C[C@H](C)[C@@H](CN(C)S(=O)(=O)c2ccc(Cl)cc2)O3)cc1	x	-50	x	-2	x	-1	0.0	-1
CN1C(=O)[C@H]2[C@@H](/C=C/c3ccccc3)N3C(=O)CN(CCO)C(=O)[C@@]3(C)[C@H]2C1=O	-2	11	-3	-4	-7	4	0.1	x
C[C@@H]1CN([C@@H](C)CO)C(=O)c2c(c3ccccc3n2C)-c2ccccc2CO[C@H]1CN(C)C(=O)Nc1ccnc(N2CCOCC2)c1	4	x	-3	x	-5	x	1.3	-11
CC(C)(C)c1ccc(/C=C/C(=O)Nc2nncs2)cc1	1	4	-6	2	-4	5	0.3	x
O=C(c1ccccc1F)N1CC(=O)N2[C@H](C1)[C@@H](c1ccc(-c3ccc(F)cc3)cc1)[C@@H]2CO	3	x	0	x	-1	2	0.0	11

Three compounds already listed, sorted by the number in ERAP1 inh, rising:
canonical_smiles | ERAP1 inh
C[C@H]1CN([C@@H](C)CO)C(=O)c2cc(NC(=O)Nc3ccc4c(c3)OCO4)ccc2O[C@@H]1CN(C)Cc1ccc2c(c1)OCO2 | -2
CN(CC(=O)Nc1ccc(OC(F)(F)F)cc1)C(=O)/C=C/c1cc2c(cc1[N+](=O)[O-])OCO2 | -1
Cc1ccc(S(=O)(=O)N(C)C[C@@H]2Oc3cc(C#Cc4ccccc4)ccc3S(=O)(=O)N([C@@H](C)CO)C[C@H]2C)cc1 | 0
